FXIa inh 1536 = factor XIa (human) inhibition | P03951 | purified FXIa, Boc-Glu-Ala-Arg-AMC fluorogenic substrate | inhibition, % at 5 µM | 220,000 tested, 0.14% active;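 active = inhibition of at least 40%; inactive = inhibition below 40%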;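 note: fluorescence of freed AMC excited at 355 nm; 0% = enzyme without compound and 100% = no enzyme blank; many of its hits are not listed in these tables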
Target sequence (P03951 19-387 limits assumed): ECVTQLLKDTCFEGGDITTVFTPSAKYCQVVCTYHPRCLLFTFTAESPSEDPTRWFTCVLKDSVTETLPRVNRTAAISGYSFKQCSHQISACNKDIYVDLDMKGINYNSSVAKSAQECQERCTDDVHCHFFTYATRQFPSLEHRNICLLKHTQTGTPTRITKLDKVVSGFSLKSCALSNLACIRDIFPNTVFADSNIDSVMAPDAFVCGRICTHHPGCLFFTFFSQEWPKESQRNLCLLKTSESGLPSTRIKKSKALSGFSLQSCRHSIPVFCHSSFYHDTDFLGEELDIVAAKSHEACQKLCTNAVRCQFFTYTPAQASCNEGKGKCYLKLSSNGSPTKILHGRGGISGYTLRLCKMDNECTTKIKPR
Target sequence (P03951 388-625 limits assumed): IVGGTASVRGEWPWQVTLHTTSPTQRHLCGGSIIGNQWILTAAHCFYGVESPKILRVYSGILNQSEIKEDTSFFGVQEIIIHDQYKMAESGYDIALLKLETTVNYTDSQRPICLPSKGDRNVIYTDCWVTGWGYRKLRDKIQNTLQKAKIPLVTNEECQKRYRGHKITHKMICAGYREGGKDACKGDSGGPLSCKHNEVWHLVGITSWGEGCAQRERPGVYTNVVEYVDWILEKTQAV
FXIIa inh = blocks human coagulation factor XIIa protease activity; purified FXIIa, Boc-QGR-AMC fluorogenic substrate, 2 h; AID 800; 220,000 tested, 0.3% active; P00748; inhibition, % at 5 µM; in the data active = inhibition above about 40%;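 note: 0% = enzyme with no compound and 100% = blank without enzyme; many of its hits are not listed in these tables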
CHOP inh = CHOP inhibition in unfolded protein response. inhibition, % at 10 µM. 220,000 tested, 3.8% active. AID 2732. CHO-K1 CHOP-promoter luciferase, tunicamycin-induced, 15-18 h;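 active = compounds that reduced the stress-induced luciferase reporter signal by more than about 70% of percent inhibition, limit read from the data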;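 note: 0% = tunicamycin plus vehicle and 100% = wells without tunicamycin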
EP2 antag = blocks the human prostaglandin E2 receptor EP2. P43116. C6 glioma cells expressing human EP2, cAMP TR-FRET; cells stimulated with saturating PGE2. inhibition, % at 25 µM. 260,000 tested, 0.52% active;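 active = percent inhibition above 40 after rounding to a whole number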;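 note: rat C6 glioma host cells with rolipram phosphodiesterase inhibitor present; the protocol text gives 20 µM as final concentration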
Target sequence (P43116 whole entry, looked up): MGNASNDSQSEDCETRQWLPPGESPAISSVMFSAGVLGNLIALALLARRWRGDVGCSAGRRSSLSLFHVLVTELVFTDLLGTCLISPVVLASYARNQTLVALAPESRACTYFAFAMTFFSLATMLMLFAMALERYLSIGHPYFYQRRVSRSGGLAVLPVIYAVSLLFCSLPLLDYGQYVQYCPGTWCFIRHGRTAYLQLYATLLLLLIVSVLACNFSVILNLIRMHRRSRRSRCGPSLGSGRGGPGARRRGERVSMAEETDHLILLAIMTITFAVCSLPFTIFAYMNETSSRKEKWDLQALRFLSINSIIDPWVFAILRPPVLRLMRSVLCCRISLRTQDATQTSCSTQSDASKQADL
PPC-1+TRAIL kill = kills PPC-1 cancer cells in the presence of TRAIL | PPC-1 cells + TRAIL, ATPLite viability luminescence | cell killing (% activity), % at 4 µM | 220,000 tested, 0.41% active | AID 1443;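 active = cell killing above 50% in the first pass at 4 µM, then a duplicate retest at 5 µM averaging 50% or more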;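 note: plate controls were cells with TRAIL plus DMSO for no effect and medium-only wells lacking cells for full effect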
Numbers without * were called inactive; . = not tested or not shown; & = joins results of further samples; [ ] = remark or other dose. An excerpt; the hit share may differ from the screen's.

SMILES	FXIa inh 1536	FXIIa inh	CHOP inh	EP2 antag	PPC-1+TRAIL kill
CCOc1cc(-n2cnnn2)c(OCC)cc1NC(=O)c1cnccn1	.	.	.	9&7	16
CN(C)CCN1C(=O)C(=O)/C(=C(/O)c2ccc(S(=O)(=O)N3CCOCC3)cc2)C1c1ccccc1 (configuration not stated)	.	.	.	8	32
COC(=O)c1cc(S(=O)(=O)n2nc(C)cc2C)c(Cl)cc1Cl	.	.	.	14	8
CCOC(=O)N1CCN(Cc2nc3c(c(=O)n(C)c(=O)n3C)n2Cc2cccc3ccccc23)CC1	.	.	.	12	-16
CCOc1ccccc1-c1cc(-c2ccc(OC)cc2)nc2c1c(=O)n(C)c(=O)n2C	.	.	.	14	5
Cc1csc2ncc(C(=O)Nc3ccc4c(c3)OCCO4)c(=O)n12	.	.	.	13	0
CCCc1nnc(NC(=O)c2c(O)c3cccc4c3n(c2=O)CC4)s1	.	.	.	15&3	17
Cn1cccc1Cc1nnc(SCC(=O)NCc2ccc(F)cc2)n1-c1ccc(F)cc1	.	.	.	7	10
Cc1cccc(-n2cnc3c(c2=O)c2nc4ccccc4nc2n3Cc2ccco2)c1	.	.	.	12	19
Cc1ccc(-c2csc3nc(=O)c(C)nn23)cc1	.	.	.	2	8
Cc1ccc(NC(=O)NC2=N/C(=C(/C#N)C(=O)N3CCCC3)c3ccccc32)cc1	.	.	.	12	18
O=C(CN1C(=O)NC2(CCc3ccccc32)C1=O)Nc1cc(C(F)(F)F)ccc1N1CCOCC1 (configuration not stated)	.	.	.	17	18
O=C(COC(=O)c1cccs1)NCc1ccco1	.	.	.	0	12
COc1ccc(-c2nnc3ccc(SCC(=O)N4CCOCC4)nn23)cc1	.	.	.	10	9
CC1(C)CC(NC(=O)C2CCCCC2C(=O)O)CC(C)(C)N1 (configuration not stated)	.	.	.	1	18
COc1ccc(-c2nnc3ccc(SCC(=O)N4CCCCCC4)nn23)cc1OC	.	.	.	7	24
COC(=O)C1=C(C)N2C(=O)CSC2=NC1c1ccc2c(c1)OCO2 (configuration not stated)	.	.	.	10	12
Cc1nccn1-c1c2c(c(C#N)c3nc4ccccc4n13)CCC2	.	.	.	12	13
COc1ccc(-c2nc(C#N)c(N3CCN(c4cccc(Cl)c4)CC3)o2)cc1OC	.	.	.	4	12
Cc1cccc(-c2nnc3n2N=C(c2ccc(Br)cc2)CS3)c1	.	.	.	5	-20
Cc1nnc(SCC(=O)c2c(N)n(C)c(=O)n(C)c2=O)[nH]c1=O	.	.	.	5	21
CCC(C)N(C(=O)COC(=O)c1cn(CC)c2nc(C)ccc2c1=O)C1CCS(=O)(=O)C1 (configuration not stated)	.	.	.	7	5
Cn1c(N)c(C(=O)CSc2nc3ccccc3n2-c2ccccc2)c(=O)n(C)c1=O	.	.	.	18	2
Cc1cccc(N(Cc2cc3ccccc3[nH]c2=O)C(=O)c2ccco2)c1C	.	.	.	14	5
CCCCCSc1nc2c(c(=O)[nH]c(=O)n2C)n1CCc1ccccc1	.	.	.	12	28
Cc1ccnc(NC(=O)CCC(=O)N(CC(=O)NC2CCCCC2)c2ccc3c(c2)OCO3)c1	.	.	.	12	16
Cc1nc2cc(-c3cccc(Cl)c3)nn2c(N2CCN(C(=O)c3ccco3)CC2)c1C	.	.	.	19	-7
CCOc1ccc2nc(NC(=O)CSc3nc4c(c(=O)n(C)c(=O)n4C)n3CC)sc2c1	.	.	.	10	-10
Cc1nc2cc(-c3ccc(F)cc3)nn2c(N2CCOCC2)c1C	.	.	.	17	19
COc1ccc(-c2nnc3sc(CN4C(=O)c5ccccc5C4=O)nn23)cc1	.	.	.	9	11
O=C(CSc1nnc(-c2cccs2)n1-c1ccccc1)c1ccc2c(c1)OCCO2	.	.	.	22	10
COc1ccc(CCNC(=O)CSc2nnc(-c3ccccc3)o2)cc1OC	.	.	.	8	-2
CC(C)(C)C1=C(C#N)C(c2cc3c(cc2Br)OCO3)C(C#N)=C(N)O1 (configuration not stated)	.	.	.	11	-10[5 µM]
CCOc1ccc(-c2nnc3ccc(SCC(=O)N4CCCCC4)nn23)cc1	.	.	.	14	3
[O-][N+]1=C2CCC/C(=N\O)C2=NC12CCCCC2	.	.	.	7	10
COc1cc(C(=O)N2CCCN(c3nc4cc(C)ccc4cc3C#N)CC2)cc(OC)c1OC	.	.	.	7&7	19
Cc1c(N=Cc2cc3c(cc2Cl)OCO3)c(=O)n(-c2ccccc2)n1C	.	.	.	2	4
c1ccc2oc(CCc3nc4ccccc4o3)nc2c1	.	.	.	7	9
COc1ccccc1-n1nnnc1S(=O)(=O)Cc1ccc(Cl)cc1	-6	4	.	.	0
OC[C@H]1O[C@@H](n2cnc3cncnc32)[C@H](O)[C@@H]1O	.	.	3	15	.
CC(C)CN(C)c1nc(N)c(C(=O)N=C(N)N)nc1Cl	.	.	-11	25	.
N=C(N)SCCN	.	.	-10	8&10	.
COc1ccc2c(c1)c(CC(=O)O)c(C)n2Cc1ccc(Cl)cc1	.	.	-3	6	.
NC(=O)NO	.	.	-1	10&12	.
CCN(CC)CCCCCCCCOC(=O)c1cc(OC)c(OC)c(OC)c1	.	.	1	9	.
Nc1ncnc2c1nc(Br)n2C1OC2COP(=O)(O)O[C@@H]2C1O (some centres not stated)	.	.	-15	2	.
CCCn1c(=O)c2[nH]c(-c3ccc(OCC(=O)Nc4ccc(C#N)cc4)cc3)nc2n(CCC)c1=O	.	.	-14	13	.
COc1ccc2c(c1)c(CC(=O)O)c(C)n2Cc1ccc(F)cc1	.	.	18	8	.
COc1cc2c(cc1OC)[C@@H](c1ccccc1)CN(C)CC2	.	.	39	13	.
CN1CCc2cccc3c2C1Cc1ccc(O)c(O)c1-3 (configuration not stated)	.	.	74*	60*	.
CCn1c(=O)[nH]c2cc(Cl)c(Cl)cc21	.	.	22	9	.
COc1cc([C@@H]2c3cc4c(cc3[C@H](O)C3COC(=O)[C@@H]32)OCO4)cc(OC)c1OC (some centres not stated)	.	.	48	10	.
COc1cc2c(c(OC)c1OC)-c1ccc(OC)c(=O)cc1[C@@H](NC(C)=O)CC2	.	.	-10	12&8	.
NC/C=C\C(=O)O	.	.	-10	9	.
CCN(CC)CCOCCOC(=O)C1(c2ccccc2)CCCC1	.	.	-9	14&10&15	.
Clc1ccc(C(c2ccccc2Cl)C(Cl)Cl)cc1 (configuration not stated)	.	.	-13	13&14	.
CCN(CC)C(C)C(=O)N1c2ccccc2Sc2ccccc21 (configuration not stated)	.	.	-10	10	.
C[C@](N)(Cc1ccc(O)cc1)C(=O)O	.	.	21	6&12	.
N[C@@H](Cc1ccc(O)c(O)c1)C(=O)O	.	.	22	12&10	.
NCCS(=O)O	.	.	18	13	.

18 entries from above, ordered by length of the SMILES, largest number first:
SMILES	FXIa inh 1536	FXIIa inh	CHOP inh	EP2 antag	PPC-1+TRAIL kill
COc1cc([C@@H]2c3cc4c(cc3[C@H](O)C3COC(=O)[C@@H]32)OCO4)cc(OC)c1OC (some centres not stated)	.	.	48	10	.
CCCn1c(=O)c2[nH]c(-c3ccc(OCC(=O)Nc4ccc(C#N)cc4)cc3)nc2n(CCC)c1=O	.	.	-14	13	.
COc1cc2c(c(OC)c1OC)-c1ccc(OC)c(=O)cc1[C@@H](NC(C)=O)CC2	.	.	-10	12&8	.
OC[C@H]1O[C@@H](n2cnc3cncnc32)[C@H](O)[C@@H]1O	.	.	3	15	.
COc1ccc2c(c1)c(CC(=O)O)c(C)n2Cc1ccc(Cl)cc1	.	.	-3	6	.
CCN(CC)CCCCCCCCOC(=O)c1cc(OC)c(OC)c(OC)c1	.	.	1	9	.
COc1cc2c(cc1OC)[C@@H](c1ccccc1)CN(C)CC2	.	.	39	13	.
CC(C)CN(C)c1nc(N)c(C(=O)N=C(N)N)nc1Cl	.	.	-11	25	.
CCN(CC)C(C)C(=O)N1c2ccccc2Sc2ccccc21 (configuration not stated)	.	.	-10	10	.
CCN(CC)CCOCCOC(=O)C1(c2ccccc2)CCCC1	.	.	-9	14&10&15	.
CN1CCc2cccc3c2C1Cc1ccc(O)c(O)c1-3 (configuration not stated)	.	.	74*	60*	.
Clc1ccc(C(c2ccccc2Cl)C(Cl)Cl)cc1 (configuration not stated)	.	.	-13	13&14	.
CCn1c(=O)[nH]c2cc(Cl)c(Cl)cc21	.	.	22	9	.
C[C@](N)(Cc1ccc(O)cc1)C(=O)O	.	.	21	6&12	.
NC/C=C\C(=O)O	.	.	-10	9	.
N=C(N)SCCN	.	.	-10	8&10	.
NCCS(=O)O	.	.	18	13	.
NC(=O)NO	.	.	-1	10&12	.

Following part
SMILES	FXIa inh 1536	FXIIa inh	CHOP inh	EP2 antag	PPC-1+TRAIL kill
CCCCCCCCCCCCCCCCCC(=O)OC(CC(=O)O)C[N+](C)(C)C (configuration not stated)	.	.	-8	15	.
N#C/C(=C\c1ccc(O)c(O)c1)C(=O)NCCc1ccccc1	.	.	-10	10	.
NC1(C(=O)O)CC1	.	.	-6	6&8&9	.
NO	.	.	20	20	.
CSC(=N)N	.	.	-7	6	.
CC(=O)N[C@H](C(=O)O)C(C)(C)SN=O	.	.	17	9	.
CCC(CO)Nc1nc(NCc2ccccc2)c2ncn(C(C)C)c2n1 (configuration not stated)	.	.	13	17	.
O=[N+]([O-])c1ccc(-c2nc(-c3ccc(F)cc3)c(-c3ccncc3)[nH]2)cc1	.	.	15	13	.
C[N+](C)(C)CC=O	.	.	-8	9	.
CCCCS(=N)(=O)CC[C@H](N)C(=O)O (some centres not stated)	.	.	44	14	.
COC1=C(OC)C(=O)c2ccccc2C1=O	.	.	-20	23	.
NCCCCCCCCCCN	.	.	8	8	.
CC(C)C[C@H](NC(=O)[C@@H](O)[C@H](N)Cc1ccccc1)C(=O)O	.	.	-2	13&13	.
Oc1ccc(-c2nc(-c3ccc(F)cc3)c(-c3ccncc3)[nH]2)cc1	.	.	-11	16	.
CCCOC(=O)c1c(-c2ccccc2)nc(CC)c(C(=O)SCC)c1CCC	.	.	3	9	.
CCCC(CCC)C(=O)O	.	.	-16	12&11&12	.
NCCCCN=C(N)N	.	.	-11	9&6	.
NC(=S)NCCCC(N)C(=O)O (configuration not stated)	.	.	-9	8	.
NCCCCCC(=O)O	.	.	-6	6&12	.
Cc1cccc(C)c1OCC(N)C(C)C (configuration not stated)	.	.	-5	13	.
CCC1(C)CC(=O)NC1=O (configuration not stated)	.	.	-5	9&12	.
CC[N+](CC)(CC)CCOc1cccc(OCC[N+](CC)(CC)CC)c1OCC[N+](CC)(CC)CC	.	.	12	13	.
O=c1[nH]c2cc(Cl)c(Cl)cc2[nH]c1=O	.	.	-25	11&10	.
CCCCOC(=O)NS(=O)(=O)c1sc(CC(C)C)cc1-c1ccc(Cn2c(CC)nc3c(C)cc(C)nc32)cc1	.	.	-2	18	.
C/C=C1\C(=O)CC2C3CCC4=CC(=O)CC[C@]4(C)C3CC[C@]12C (some centres not stated)	.	.	12	18	.
CC(=O)/C(C)=N/O	.	.	-20	6	.
O=C(O)CCC(NC(=O)c1ccccc1C(=O)O)C(=O)O (configuration not stated)	.	.	0	5	.
NC(=O)c1cc[n+](CC2=C(C(=O)O)N3C(=O)[C@@H](NC(=O)[C@@H](c4ccccc4)S(=O)(=O)[O-])[C@H]3SC2)cc1	.	.	-26	17	.
O=C(O)[C@@H]1C[C@H](C(=O)O)N1	.	.	-1	12	.
CC1CCN=C(N)S1 (configuration not stated)	.	.	11	10&12	.
COc1cc2nc(N3CCN(C(=O)OCc4ccccc4)C(C(=O)NC(C)(C)C)C3)nc(N)c2cc1OC (configuration not stated)	.	.	10	18	.
CCCn1c(=O)c2c(ncn2C)n(CCC)c1=O	.	.	-3	12	.
Nc1ncnc2c1ncn2[C@@H]1O[C@H](C(=O)NC2CC2)[C@H](O)C1O (some centres not stated)	.	.	-19	9	.
CC[N+](CC)(CC)CC(=O)Nc1c(C)cccc1C	.	.	20	19&8	.
O=C(Nc1cc(C(=O)Nc2ccc(S(=O)(=O)O)cc2S(=O)(=O)O)cc(C(=O)Nc2ccc(S(=O)(=O)O)cc2S(=O)(=O)O)c1)Nc1cc(C(=O)Nc2ccc(S(=O)(=O)O)cc2S(=O)(=O)O)cc(C(=O)Nc2ccc(S(=O)(=O)O)cc2S(=O)(=O)O)c1	.	.	-1	10	.

Screening results as filed in PubChem.
